# rTrxR1 inhibitor: blocks rat thioredoxin reductase 1; 390,000 tested, 1% active; Potency, µM (doses to about 114 µM), inactives show at the highest dose activity change, negative = inhibition, hits mostly inhibitors; recombinant rTrxR1, NADPH fluorescence consumption, selenite substrate; note: potency is the fitted concentration of half-maximal effect; % is set by controls: 0 for no effect and ±100 for the full control effect; nearly all actives have a fitted effect of over 65% in size
# Target sequence (O89049 whole entry, looked up): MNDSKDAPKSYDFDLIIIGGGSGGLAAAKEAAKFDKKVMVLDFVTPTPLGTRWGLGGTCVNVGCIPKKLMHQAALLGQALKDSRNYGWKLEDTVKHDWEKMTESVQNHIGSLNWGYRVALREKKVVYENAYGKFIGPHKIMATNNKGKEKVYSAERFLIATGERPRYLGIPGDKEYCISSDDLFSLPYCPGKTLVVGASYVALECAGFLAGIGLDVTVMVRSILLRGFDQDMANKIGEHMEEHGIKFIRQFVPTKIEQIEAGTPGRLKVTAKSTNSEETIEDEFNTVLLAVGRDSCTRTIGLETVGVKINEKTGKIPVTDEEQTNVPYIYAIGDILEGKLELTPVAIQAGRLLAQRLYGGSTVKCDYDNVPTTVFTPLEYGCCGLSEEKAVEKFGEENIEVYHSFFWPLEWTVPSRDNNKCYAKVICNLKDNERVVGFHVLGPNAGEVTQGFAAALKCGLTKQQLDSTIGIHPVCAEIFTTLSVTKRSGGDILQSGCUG
#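 Rat TrxR1 (90 nM in the dispensed reagent) was pre-reduced with 400 uM NADPH for 5 min at room temperature, then incubated with compound for 15 min. After 400 uM selenite was added, NADPH fluorescence (Ex 340/Em 450 nm) was followed for 8 min.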
# Vif-A3F inh: inhibitors of Vif-A3F interaction | HeLa A3F-eYFP + Vif (tagged APOBEC3F with the HIV-1 protein that degrades it), YFP fluorescence increase | Potency, µM (series often up to 46.1 µM), without a hit: top-dose activity, negative = active | 390,000 tested, 0.2% active; note: potency is the fitted concentration of half-maximal effect; % of control where 0% means no effect; nearly all actives have a fitted effect of over 65% in size
#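 HeLa cells stably expressing A3F-eYFP plus Vif, plated and incubated overnight at 37 deg C, then exposed to compounds overnight at 37 deg C. Blocked degradation read as raised yellow fluorescence (Ex 488/Em 500-530).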
# TrxR1 substrate: substrates of rat thioredoxin reductase 1; O89049; purified TrxR1 substrate turnover, NADPH consumption readout; Potency, µM (top dose mostly 114 µM), inactives show top-dose activity change, negative = substrate turnover; 390,000 tested, 0.01% active; AID 588456; note: potency is the fitted concentration of half-maximal effect; % is set by controls: 0 for no effect and ±100 for the full control effect; nearly all actives have a fitted effect of over 50% in size
#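 Rat TrxR1, dispensed at 90 nM, was prereduced with 400 uM NADPH (final) for 5 min at ~22 deg C, then incubated with compound 15 min before 400 uM selenite. A first-read NADPH fluorescence drop versus no-compound background flagged substrates.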
# IDH1 R132H inh: human IDH1 R132H inhibition; IDH1-R132H enzyme, NADPH consumption, diaphorase/resazurin fluorescence; 390,000 tested, 0.093% active; Potency, µM (highest dose often 76.6 µM), without a hit: at the top dose activity change, negative = inhibition, actives largely listed as inhibitors; AID 602179; note: potency is the fitted concentration of half-maximal effect; % is set by controls: 0 for no effect and ±100 for the full control effect; nearly all actives have a fitted effect of over 65% in size
# Target sequence (O75874 whole entry R132H, stated change not applied): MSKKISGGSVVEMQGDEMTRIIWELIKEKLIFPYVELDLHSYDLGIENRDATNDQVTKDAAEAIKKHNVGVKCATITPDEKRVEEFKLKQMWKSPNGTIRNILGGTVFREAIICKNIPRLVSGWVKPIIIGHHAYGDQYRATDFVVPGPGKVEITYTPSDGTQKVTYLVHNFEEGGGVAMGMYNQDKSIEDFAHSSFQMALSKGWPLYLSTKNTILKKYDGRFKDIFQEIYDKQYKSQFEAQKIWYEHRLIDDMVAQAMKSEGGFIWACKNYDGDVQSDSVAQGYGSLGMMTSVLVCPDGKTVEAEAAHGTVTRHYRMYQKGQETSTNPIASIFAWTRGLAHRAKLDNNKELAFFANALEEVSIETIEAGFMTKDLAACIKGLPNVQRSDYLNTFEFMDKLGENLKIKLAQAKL
#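 IDH1-R132H (0.5 ug/mL dispensed) in pH 7.5 Tris buffer was preincubated 30 min with compound, then given a substrate mix of 0.016 mM NADPH and 2 mM alpha-KG for 80 min at room temperature; remaining NADPH was read by diaphorase/resazurin fluorescence.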
# RGS4 inhibitor: inhibitors of human regulator of G protein signaling 4 | Transcreener GDP fluorescence polarization, RGS4-accelerated GTP hydrolysis | P49798 | 390,000 tested, 0.039% active | Potency, µM (highest dose often 114 µM), for the others: at the highest dose activity change, negative = inhibition, most hits filed as inhibitors | AID 504845; note: potency is the fitted concentration of half-maximal effect; % is set by controls: 0 for no effect and ±100 for the full control effect; nearly all actives have a fitted effect of over 75% in size; some results filed as inactive show a strong effect at the top dose
# Target sequence (P49798 whole entry, looked up): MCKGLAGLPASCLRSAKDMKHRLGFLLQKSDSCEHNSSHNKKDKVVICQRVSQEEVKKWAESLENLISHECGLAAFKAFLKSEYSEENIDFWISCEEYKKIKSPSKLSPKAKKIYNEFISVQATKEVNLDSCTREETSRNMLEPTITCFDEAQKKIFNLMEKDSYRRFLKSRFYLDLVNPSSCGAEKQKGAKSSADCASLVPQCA
#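 MLSMR compounds (23 nl, pin-transferred) preincubated 10 min at room temperature with a 500nM (2x) first reagent, then RGS4 at 900nM (2x) plus Transcreener GDP mix added; fluorescence polarization (620/688 nm) read before and after 90 min at 30 °C.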
# USP1-UAF1 inh: blocks the human USP1/UAF1 deubiquitinase complex; O94782; recombinant USP1/UAF1, Ub-Rhodamine cleavage fluorescence; Potency, µM (top dose mostly 57.1 µM), without a hit: top-dose activity change, negative = inhibition, most hits filed as inhibitors; 390,000 tested, 0.23% active; AID 743255; note: potency is the fitted concentration of half-maximal effect; % is set by controls: 0 for no effect and ±100 for the full control effect; nearly all actives have a fitted effect of over 60% in size; inactives centre near -12
#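 High-throughput fluorogenic screen: 1nM USP1/UAF1 complex, Ub-Rho substrate 150nM final, 50mM HEPES pH 7.8 with 0.5mM EDTA, 0.1 mg/ml BSA, 1mM TCEP and 0.01% Tween-20.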
# LDHA block: blocks human lactate dehydrogenase A | 480,000 tested, 0.15% active | purified LDHA, NADH/diaphorase-resazurin fluorescence; active compounds read low | activity change, % (values are at about 110 or 230 µM); in the data active = activity change below about -30%; inconclusive = mostly about -25% to -30%;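 note: plate controls were DMSO wells for no effect and wells without enzyme for full effect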
#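 Human LDH5 (2 nM) was incubated with 0.06 mM NADH and 0.2 mM pyruvate for 5 min at room temperature in Tris pH 7.4. Remaining NADH was coupled through diaphorase/resazurin, and resorufin fluorescence was read at 0 and 20 min.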
# GRP78 ERSR act: inducers of ER stress response in human glioma cells. U87-MG GRP78 promoter luciferase reporter, 16 h. Potency, µM, inactives show top-dose activation, actives largely listed as activators. 420,000 tested, 0.02% active. AID 602332; note: potency is the fitted concentration of half-maximal effect; series mostly up to about 76 µM; % of control where 0% means no effect; nearly all actives have a fitted effect of over 35% in size
#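 ERSR induction read as luciferase luminescence (Bright-Glo, 10 min at room temperature) in stably transfected human U87-MG glioma cells exposed to compounds for 16 h, using GRP78 as sensor.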
# Vif-A3G inh: inhibitors of Vif-APOBEC3G interaction; Q9HC16; HeLa A3G-eYFP + Vif (tagged APOBEC3G with the HIV-1 protein that degrades it), YFP fluorescence, overnight; Potency, µM (titrated, usually from 46.1 µM), for the others: at the top dose activity, negative = active, usual class: inhibitors; 410,000 tested, 0.076% active; AID 602310;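 note: potency is the fitted concentration of half-maximal effect; % is set by controls: 0 for no effect and ±100 for the full control effect; nearly all actives have a fitted effect of over 60% in size; hits raise eYFP signal because A3G escapes Vif-driven loss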
#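 Read-out is eYFP fluorescence (Ex 488/Em 500-530) from Vif-expressing HeLa A3G-eYFP cells; more signal means A3G escaped Vif-mediated degradation. Cells plated overnight, compound pinned in, incubated overnight at 37 deg C.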
# * marks the source's active call; other numbers are inactive results; ? = inconclusive; nt = not tested or not shown; & = joins results of further samples; [ ] = another dose, or the depositor's remark. Unless noted, calls come from the whole dose curve; as a rule, active = well fitted curve in the direction sought with a large enough effect; inconclusive = small, poorly fitted or top-dose-only effect, or another doubt; inactive = no such curve, though single readings can be large; an effect the other way counts as inactive or inconclusive.
LDHA block | RGS4 inhibitor | Vif-A3F inh | Vif-A3G inh | TrxR1 substrate | IDH1 R132H inh | rTrxR1 inhibitor | GRP78 ERSR act | USP1-UAF1 inh | SMILES
6 | -54% | -19% | -14% | 7%[57.1 µM] | 4% | ? | 1% | ? | CC(=O)c1ccccc1OC(=O)c1ccc([N+](=O)[O-])o1
-5 | -48% | nt | 2% | -4% | 3% | 4% | -6% | -13% | Cc1nc(SCC(O)CO)c([N+](=O)[O-])[nH]1 (stereo not drawn)
-7 | 8% | 3% | 0% | 2% | 3% | 10% | -3% | -23% | Cc1ccc(NC(=O)Cn2nnc(C(=O)NCc3cccs3)c2N)cc1F
1&9 | -8% | -18% | 0% | 103%[activator] | 2% | 12% | -2% | -20% | CCCCn1c(=O)[nH]c(=O)c2c1nc(-c1ccccn1)n2CC
0 | -17% | -12% | 2% | 10% | 14% | 14% | -5% | -15% | COc1ccc(-c2cc3c(=O)n(CC(=O)NCc4ccccc4OC)ncn3n2)cc1
1 | 0% | -3% | 2% | 5%[57.1 µM] | 9% | 6%[57.1 µM] | -3% | 0% | COCCCN(CC(=O)Nc1ccc(N2CCOCC2)cc1)S(=O)(=O)c1ccccc1
16 | 3% | 6% | 1% | 5%[57.1 µM] | 2% | -3%[57.1 µM] | -4% | -9% | O=C(O)CNC(=O)CC1S/C(=N/N=C2/NC(=O)CS2)NC1=O (stereo not drawn)
-16 | -3% | 2% | 0% | 1% | -7% | 18% | -3% | -22% | CN(C(=O)COC(=O)CCCc1c[nH]c2ccccc12)c1c(N)n(Cc2ccccc2)c(=O)[nH]c1=O

# Continued, starting with the last 2 of the part before.
LDHA block | RGS4 inhibitor | Vif-A3F inh | Vif-A3G inh | TrxR1 substrate | IDH1 R132H inh | rTrxR1 inhibitor | GRP78 ERSR act | USP1-UAF1 inh | SMILES
16 | 3% | 6% | 1% | 5%[57.1 µM] | 2% | -3%[57.1 µM] | -4% | -9% | O=C(O)CNC(=O)CC1S/C(=N/N=C2/NC(=O)CS2)NC1=O (stereo not drawn)
-16 | -3% | 2% | 0% | 1% | -7% | 18% | -3% | -22% | CN(C(=O)COC(=O)CCCc1c[nH]c2ccccc12)c1c(N)n(Cc2ccccc2)c(=O)[nH]c1=O
-2 | 12% | 15% | -5% | 3% | 4% | 18% | -1% | -16% | CC(=O)c1ccc(NC(=O)C2C3CCC(C3)C2C(=O)O)cc1 (stereo not drawn)
-13 | 11% | 3% | 5% | 3% | 0% | 11% | -4% | -8% | CC(=O)c1c(C)[nH]c(C(=O)Nc2ccc(S(=O)(=O)N(C)C)cc2)c1C
-7 | -3% | -5% | 0% | 4% | -8% | 20% | -6% | -13% | CC1CCN(S(=O)(=O)c2ccc(NC(=O)CN3CCN(c4ccccc4)CC3)cc2)CC1
0 | -21% | 4% | 8% | -5% | 2% | -16% | 0% | -22% | N#Cc1ccsc1NC(=O)COC(=O)C1=NNC(=O)CC1
-2 | -11% | -1% | 1% | 0% | -3% | -12% | -5% | -13% | CC(=O)N(C(C)=O)n1c(C)nc2sc3c(c2c1=O)CCCC3
3 | -18% | -8% | -6% | -8% | 2% | 0% | 0% | -14% | CCc1cc[n+](/C(C(=S)Nc2cccc(C)c2)=C(/[O-])c2ccc(C)c([N+](=O)[O-])c2)cc1
-6 | -17% | 5% | -1% | 60%[activator] | -5% | -2% | -1% | -4% | CCC(C)NC(=O)CCC(=O)Nc1ccc2nc(N3CC(C)CC(C)C3)cc(C)c2c1 (stereo not drawn)
1 | -18% | -21% | -1% | -11% | 10% | -5% | -4% | -24% | Cc1ccc(C(=O)COC(=O)COc2ccccc2C)cc1
-1 | -10% | -2% | -17% | 1%[57.1 µM] | 4% | 23%[57.1 µM] | -2% | -18% | CCCN(CC1CC1)c1nc(N)c(C#N)c(CC#N)c1C#N
-1 | -39% | 6% | -1% | -5% | 7% | 5% | -3% | -13% | Cc1ccc(S(=O)(=O)N2CCCCC2)cc1NC(=O)CSc1ncnc2ccccc12
-1 | 11% | -4% | -4% | -1% | -4% | 10% | 7% | 0% | O=C(C(Cc1ccccc1)N1C(=O)c2ccccc2C1=O)N1CCc2ccccc21 (stereo not drawn)
7 | -8% | 3% | -12% | -2% | -1% | 10%[57.1 µM] | 8% | -14% | O=C(O)c1c[nH]c2cc(C(F)(F)F)ccc2c1=O
-6&0 | -3% | 4% | 4% | -2%[57.1 µM] | nt | 18% | 2% | nt | C[C@H]1CN(S(=O)(=O)c2ccc3c(c2)OCCO3)CCN1S(=O)(=O)c1c(F)cccc1F
1 | 3% | 5% | -5% | -1%[11.4 µM] | 6% | 11% | 0% | -6% | Cc1cccc(N2CCn3c2nc2c3c(=O)n(CCc3ccccc3)c(=O)n2C)c1
-2 | 1% | -5% | -19% | -8% | -2% | -10% | -4% | -13% | CCOc1ccccc1N1CCN(C(=O)C2c3ccccc3Oc3ccccc32)CC1
-4 | -7% | -8% | -1% | 49%[activator] | -1% | 51% | -1% | -10% | COc1ccc(-c2cc(C(=O)Nc3cc(C)on3)no2)cc1OC
2 | 5% | 6% | 3% | -2% | 13% | 12% | 1% | -20% | CCOC(=O)C1CCN(c2c(C(=O)c3ccc(OC)cc3)cnc3ccccc23)CC1
8 | -36% | 1% | 2% | -9% | 4% | -9% | -1% | -15% | CCOC(=O)c1ccc(-n2[nH]c(-c3ccccc3)cc2=O)cc1
-7 | -3% | -3% | 0% | -10% | 10% | 16%[57.1 µM] | 4% | -10% | COc1ccc(/C=N/n2c(C)nc3ccccc3c2=O)cc1OC
-4 | -3% | -5% | 0% | 0% | -2% | 30% | -2% | -8% | O=C(c1ccc(S(=O)(=O)NCC2CCCO2)cc1)N1CCN(c2cccc(Cl)c2)CC1 (stereo not drawn)
0 | 13% | nt | 2% | -10% | 3% | -7% | -5% | -18% | O=C1C2CCCCN2C(=O)N1CCCCN1CCN(c2ccc([N+](=O)[O-])cc2)CC1 (stereo not drawn)
-4 | 13% | -21% | 1% | -2% | 0% | -2% | -1% | -15% | CCOc1ccc(S(=O)(=O)NCCC(=O)NCC(C)(C)N2CCOCC2)cc1
5 | -14% | 5% | -15% | -6%[57.1 µM] | 9% | 5%[57.1 µM] | -6% | -10% | O=C(Cn1nc(-c2ccccc2Cl)ccc1=O)Nc1ccccc1-c1ccccc1
-9 | -28% | nt | -2% | 8% | 3% | -5% | -4% | -19% | CCCCC(c1nnnn1CCOC)N1CCN(Cc2ccccc2)CC1 (stereo not drawn)
-11 | 13% | -7% | -1% | 38%[activator][57.1 µM] | 9% | 27%[57.1 µM] | -1% | -11% | COc1ccccc1C(=O)Nc1sc2c(c1C(N)=O)CCCC2
-1 | 17% | -28% | 0% | -1% | 3% | 12% | -3% | 4% | CCN(C(=O)Nc1ccccc1)c1ccccc1
-3 | -9% | -1% | 0% | 6%[57.1 µM] | 0% | 13%[57.1 µM] | -7% | -11% | CCOC(=O)C1=C(Nc2cccc(Cl)c2)OCC1=O
-6 | -4% | 1% | 5% | -4%[57.1 µM] | 5% | -2%[57.1 µM] | -2% | ? | CCOc1ccc(CNC(=O)c2cc3ccccn3n2)cc1OC
-7 | 11% | -10% | 0% | 6%[57.1 µM] | -1% | 13%[57.1 µM] | -8% | -20% | COc1ccc(N(C(=O)/C=C/c2ccc(OC)c(OC)c2)C2=CC3CCC(C2)N3C)cc1 (stereo not drawn)
3 | 4% | -5% | 1% | 13% | 4% | 21% | -3% | -16% | C=CCn1c(SCC(=O)Nc2cc(NC(C)=O)ccc2OC)nnc1-c1ccccn1
2 | -14% | -1% | 0% | -6% | 1% | -7% | -2% | -11% | Cc1ccccc1OCc1nnc(SCC(=O)Nc2ccc(N3CCOCC3)c(Cl)c2)n1C
3 | nt | 4% | 0% | nt | 2% | nt | 1% | -24% | CC(=O)Nc1ccc(-c2cc(C(=O)O)c3cc4ccccc4cc3n2)cc1
-2 | 2% | 5% | -11% | 4% | 5% | 10% | -1% | -26% | CC(=O)Nc1ccc(Nc2cc(C)nc3ccccc23)cc1
1 | 22% | -8% | 1% | 19% | -3% | -21% | -1% | -2% | COc1ccc2c(c1)c(=O)oc1cc(OCC(=O)NC3CCCCC3)ccc12
-8 | 7% | -7% | 0% | -1% | 1% | ? | -6% | -11% | Cc1cccc(C)c1NC(=O)C1CCCNC1 (stereo not drawn)
-5 | 20% | 4% | 1% | -12% | 1% | -12% | -3% | -8% | CC(=O)NC12CC3CC(C1)CC(C(=O)N1CCN(c4ncccn4)CC1)(C3)C2
-2 | -5% | -9% | -11% | -10% | 1% | -18% | -3% | -2% | COCCNC(=S)N/N=C/c1c(C)[nH]c2ccccc12
-21 | -2% | -7% | -2% | 2% | -4% | 21% | -3% | -11% | O=C(CNCc1ccncc1)Nc1cc(S(=O)(=O)N2CCCCC2)ccc1Cl
-5 | 12% | 2% | 1% | -5% | -6% | 3% | -1% | -18% | COc1ccc(C)cc1Cn1nnc2ccccc21
0 | 1% | 8% | -3% | 0% | 5% | 2% | -1% | -6% | O=C(CN1C(=O)NC2(CCc3ccccc32)C1=O)Nc1ccccc1OC(F)F (stereo not drawn)
-3 | -29% | -2% | -2% | 4% | 1% | 4% | -2% | -18% | O=C(CSc1nc2ccc(Nc3nc(N4CCCC4)nc(N4CCCC4)n3)cc2s1)NCc1ccco1

# High-throughput results from PubChem.

# A portion of the library. The share of hits here may be higher or lower than overall.
